# Bioassay records (PubChem)
# Pf Dd2 growth = blocks in vitro growth of P. falciparum Dd2; P. falciparum Dd2 growth, SYBR Green, 72 h; Potency, µM (series often up to 28.9 µM), for the others: at the highest dose activity, negative = inhibition, most hits filed as inhibitors; 120,000 compounds, 4.3% hits; AID 1347417; active = well fitted inhibition curve with a large enough effect; inconclusive = small, poorly fitted or top-dose-only effect; inactive = no such curve, though single readings can be large or run the other way;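 note: plate controls were DMSO vehicle for no effect and reference drug for full effect; nearly all actives have a fitted effect of over 65% in size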
#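 Infected erythrocytes (Dd2, 0.3% parasitemia, 2.5% hematocrit final) are added to compound in RPMI-1640/Albumax II medium, grown 72 h at 37C in low oxygen, then lysed with saponin/Triton-X containing SYBR Green and read by fluorescence.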
# * = called active by the depositor; i = inactive; ? = inconclusive; [ ] = dose if it differs, or a comment. Potency is the fitted concentration of half-maximal effect. Only part of the results is shown (hit frequency here may not be typical).
molecule | Pf Dd2 growth
COc1ccc(CCNc2ncnc3c2cnn3-c2cccc(Cl)c2)cc1 | i
CC(O)CN1CC2(CCC1=O)CCN(Cc1cncn1C)CC2 (stereo not given) | -21.9%
Cc1ccccc1CN1CCN2C(=O)N(Cc3cccnc3)C[C@H]2C1 | 13.7%[44.1 µM]
Cc1csc(NC(=O)[C@@H]2CCC[C@@H](NCC3CC3)CN(C)C(=O)C2)n1 | ?
CCC(=O)N1CCc2c(C(=O)NCC(C)C)cccc21 | 21.6%
O=C(Nc1nnc(N2CCCCCC2)s1)Nc1cc(F)ccc1F | -10.1%
CCC1(N2CCN(C(=O)CCc3c[nH]c4ccccc34)CC2)CCN(C(=O)NC)C1 (stereo not given) | ?
O=C(NCCN1CCOCC1)c1ccc(-c2ccc(N3CCSCC3)nc2)cc1 | i
COc1ccc(Cn2cc(C(=O)c3ccc(C)c(C)c3)c(=O)c3ccccc32)cc1 | 11.2µM*
Cc1cccc(NC(=O)CSc2nnc(N)s2)c1 | i
Cc1cccc(OCC(=O)Nc2nc3c(s2)CC(C(C)(C)C)CC3)c1C (stereo not given) | 16.2%
COC1CCN(C(=O)c2cnc3c(c2)N(C(=O)CCc2ccccc2)CCC3)CC1 | -22.6%[44.1 µM]
c1ccc2oc(-c3ccnc4nc(C5CCC5)nn34)cc2c1 | i
Cc1cccc(N2CCN(C(=O)C3CCN(c4ncnc5c4nc4n5CCCCC4)CC3)CC2C)c1 (stereo not given) | ?
COc1ccc(OC)c(CCNC(=O)c2cnn(-c3ccccc3)c2-n2cccc2)c1 | 0.5%
O=C1COc2ccc(-c3ccncc3)nc2CN1Cc1ccc(F)cc1 | i
CN(C)CCNCc1ccc(-c2ccccc2)o1 | ?
Fc1ccc(C2Cn3nnc(-c4nc(-c5ccccn5)no4)c3CO2)cc1 (stereo not given) | i
CCOc1cc(=O)n2c(c1C(=O)Nc1cccc(C)c1C)CCCC2 | -8.1%
COc1ccc(-c2nc3c(c(-c4ccccc4)n2)CN(C(=O)c2ccccc2)CC3)cc1 | ?
Cc1c(CC(=O)N2CCCCC2)c(=O)oc2cc3occ(C(C)(C)C)c3cc12 | -5.6%
COc1ccc(C2C=C(c3ccccc3)Nc3nc(NS(=O)(=O)c4ccc(C)cc4)nn32)cc1 (stereo not given) | 19.8%
CC(C)C(=O)N1Cc2ccccc2CC2(CCCN(CC3CCCCC3)C2)C1 (stereo not given) | 0.251µM*
COc1ccc(CCNc2nccn(-c3ccc(C)c(C)c3)c2=O)cc1OC | 18.0%
O=C(N[C@H]1CO[C@H]2[C@@H]1OC[C@@H]2n1nnnc1Oc1ccc(-n2ccnc2)cc1)c1ccccc1 | -7.1%

molecule | Pf Dd2 growth
Cc1cc(C(=O)N2CC(F)(F)C[C@H]2c2nnc(C3CC3)o2)c(C)o1 | -2.9%
CCCCC(=O)NC1CCN(c2cnn(C)c(=O)c2)CC1 | 6.7%
CCCNC(=O)C1c2ccccc2C(=O)N(CCOC)C12CCCCC2 (stereo not given) | 0.0%
Cc1ccccc1CCC1CCCN(CC(=O)N2CCOCC2)C1 (stereo not given) | ?
Cn1nc(C2CCN(C(=O)Nc3ccc(Cl)cc3)CC2)[nH]c1=O | ?
Cc1cc(Br)ccc1NC(=O)C[C@H]1NC(=O)c2ccccc2NC1=O | -13.9%
O=C1CCN(C(=O)C2CCN(Cc3c[nH]c4ccccc34)CC2)CCCCCCN1 | 4.4%
O=C(CCCc1ccccc1)N1CCCC1c1nc(C2CCOCC2)no1 (stereo not given) | 19.0%
O=C1CO[C@H]2CCN(CCCc3ccccc3)CC[C@@H]2N1Cc1ccccc1 | 3.98µM*
COC(=O)[C@@H](Cc1cccnc1)NC(=O)[C@H]1CN(C(=O)Nc2ccccc2)CCN1C(C)=O | -3.6%
COc1ccccc1CNC(=O)Cn1c(=O)oc2cc(S(=O)(=O)N3CCCC3)ccc21 | ?
Cc1ccc(CNC(=O)CSc2ncc(S(=O)(=O)c3ccc(C)c(Cl)c3)c(=O)[nH]2)cc1 | 41.7%[activator]
Cc1nc(-c2c3n(c(=O)n(CC#N)c2=O)CCCCC3)no1 | 32.2%[activator]
CSc1ccc(C(=O)N2CCN(Cc3ccccc3)CC(O)C2)cc1 (stereo not given) | -4.6%
O=C(O)C1=NOC2CN(CC3CCCC3)CC12 (stereo not given) | 12.0%[44.1 µM]
CC(CC(=O)NCc1ccc(Cl)cc1Cl)CC1=NS(=O)(=O)c2ccccc2N1 (stereo not given) | 22.2%
CC(C)C1N=C2c3ccccc3N=C(SCC(=O)NCc3ccccc3Cl)N2C1=O (stereo not given) | 2.1%
CCC1CCCCN1CCCNC(=O)c1cn(C)c2ccc(S(=O)(=O)N(C)C3CCCCC3)cc2c1=O (stereo not given) | ?
CC1=C(c2ccc(C)c(C)c2)S(=O)(=O)N=C1N1CCC(C(=O)NCc2ccc(Cl)cc2)CC1 | ?
COc1ccc(CCNC(=O)CCn2c(=O)c3ccccc3n(Cc3ccc(Cl)cc3)c2=O)cc1OC | ?
O=C1CN(C(=O)CCC(=O)N2CCc3nc4cc(-c5ccccc5)[nH]n4c(=O)c3C2)c2ccccc2N1 | i[5.79 µM]
CC(=O)c1cccc(NC(=O)O[C@@H]2CO[C@H]3[C@@H]2OC[C@@H]3NC(=S)Nc2cccc3ccccc23)c1 | -15.8%
O=C(c1cccc(Oc2ccccc2)c1)N1CC[C@@]2(O)CCNC[C@H]2C1 | ?
O=C(c1ccn[nH]1)N1CCC2(CC1)CC(N1CCN(c3ccccn3)CC1)CCO2 (stereo not given) | 5.0%
Cc1cc(C)cc(Nc2nc(C)cc(=O)n2CC(=O)NC(C)CCc2ccccc2)c1 (stereo not given) | i

molecule | Pf Dd2 growth
CC(C)CCN(C)Cc1ccc(-c2ccccc2)cc1 | 8.91µM*
Fc1ccccc1CCC1CCCN(c2nnnn2-c2ccccc2)C1 (stereo not given) | -15.6%
CCOC(=O)c1c(NC(=O)c2cc3ccccc3c(=O)o2)sc2c1CCC(C)C2 (stereo not given) | 34.1%[activator]
CCOc1ccc(C2c3[nH]c4ccccc4c3CCN2C(=O)CCc2ccccc2)cc1 (stereo not given) | ?
COc1ccc(Cl)cc1NC(=O)c1ccc2c(c1)CCCN2S(C)(=O)=O | -12.7%
COc1ccc(OC)c(CNC(=O)CSc2c3c(nc4cc(Cl)ccc24)CCCC3)c1 | ?
Cc1ccc(C(=O)Nc2cc(-c3nc4cc(Cl)ccc4o3)ccc2C)c(C)c1 | 12.9%
COc1ccc2c(c1)CCc1c-2n[nH]c1C(=O)N1CCc2nc3cc(-c4ccccc4)[nH]n3c(=O)c2C1 | 6.6%[5.79 µM]
COc1ccc(-c2cn3c(n2)sc2cc(C(=O)Nc4c(C)cccc4C)ccc23)cc1 | 5.6%
CCOC(=O)c1sc(NC(=O)C2CC(=O)N(c3n[nH]c4ccccc34)C2)nc1C (stereo not given) | -21.1%
CCOc1ccc(NC(=O)CCC2CCN(c3cc(NC4CC4)ncn3)CC2)cc1 | ?
CN(C)c1nccnc1OC1CCN(C(=O)c2ccccn2)C1 (stereo not given) | -13.0%
Cc1sc(-c2cc3ccccc3oc2=O)nc1-c1ccc(Cl)c(Cl)c1 | 11.9%
Cc1cccc(-c2c3c(=O)n(C)c(=O)n(C)c3cn2-c2cc(N)c(Cl)cc2Cl)c1 | ?
Cc1ccccc1Oc1nc2ccccn2c(=O)c1/C=C(\C#N)c1nc2ccccc2[nH]1 | -4.7%
O=C1NCc2ccccc2CC12CCCN(Cc1ccc(F)cc1O)C2 (stereo not given) | 4.47µM*
O=c1n(-c2ccc(Cl)cc2)nc2n1CCN(Cc1cccc3ccccc13)C2 | ?
COCCOCc1nc(C2CCN(C(=O)NC3CCCCC3)CC2)no1 | -0.1%
Cc1ccc([C@H]2C[C@@H](O)[C@@H](O)[C@@H]2N2CCCCC2)cc1 | -14.2%[44.1 µM]
CCS(=O)(=O)Nc1ccc(C2(C(=O)NCC(C)C)CCCCC2)cc1 | -1.8%
COc1ccc(CN2CCC3(Cc4ccccc4CNC3=O)C2)c(OC)n1 (stereo not given) | ?
COc1ccc(CN2CCc3nc(C)nc(-c4ccc(OC)cc4)c3CC2)cc1 | ?
Cn1cnc(S(=O)(=O)N2CCCC(c3[nH]ccc3C(N)=O)C2)c1 (stereo not given) | 57.5%[activator]
COc1ccc(C(=O)N2CC[C@@H](CC(=O)O)[C@@H](CCN3CCN(c4ccccn4)CC3)C2)cc1 | 2.0%
O=C(Nc1cccc(-c2nnc3n2CCCC3)c1)c1ccoc1 | ?

# Some of the entries so far, as labelled records:
Structure: Cn1cnc(S(=O)(=O)N2CCCC(c3[nH]ccc3C(N)=O)C2)c1 (stereo not given)
  Pf Dd2 growth = 57.5%[activator]
Structure: COc1ccc(C(=O)N2CC[C@@H](CC(=O)O)[C@@H](CCN3CCN(c4ccccn4)CC3)C2)cc1
  Pf Dd2 growth = 2.0%
Structure: O=C(Nc1cccc(-c2nnc3n2CCCC3)c1)c1ccoc1
  Pf Dd2 growth = ?

# Further entries
SMILES	Pf Dd2 growth
Nc1cccn2nc(-c3ccccc3)nc12	-9.1%
COc1ccc(CN2CCC(N3CCOC3=O)CC2)cc1	10.6%
COc1cc(-c2nc3ccc(Cl)cn3c2Nc2ccc3c(c2)OCCO3)ccc1O	?
COc1ccc(C2CC(=O)c3c([nH]c(C(=O)OC4CCCCCC4)c3C)C2)cc1OC (stereo not given)	10µM*
CC(C)CC(C)NC(=O)c1ccc(CN2C(=O)NC3(CCS(=O)(=O)CC3)C2=O)cc1 (stereo not given)	-0.9%
Cc1cccc(-n2c(CC3C(=O)Nc4ccc(C)cc43)nc3ccccc3c2=O)c1 (stereo not given)	-13.4%
CC(=O)NC1(C)CCCN(Cc2cccc(Nc3ccncc3)c2)C1 (stereo not given)	-23.2%[44.1 µM]
CN1c2cccnc2CN(C2COC2)CC[C@H]1CO	10.4%[44.1 µM]
CCN(CC)S(=O)(=O)c1ccc2c(c1)N(CC(=O)Nc1cccc(C#N)c1)C(=O)CO2	-4.7%
CC(=O)NC1(C)CCN(Cc2cnc(-c3ccc4c(ccn4C)c3)s2)CC1	-22.7%[44.1 µM]

SMILES	Pf Dd2 growth
CCc1ccc(-n2c(=O)c3c4c(sc3n(Cc3ccc(F)cc3)c2=O)CCCC4)cc1	-13.3%
CC1CCN(C(=O)c2ccc(-c3ccc(N4CCSCC4)nc3)cc2)CC1	i
CCCN1CCN(c2ccc(C(=O)N(C)Cc3ccc4ccccc4n3)cn2)CC1	i
CCCN1CCC2(CCN(C(=O)c3ccccc3C)CC2)Oc2ccccc21	?
Cc1ccccc1OCCCn1c(CCNC(=O)C2CCCCC2)nc2ccccc21	?
CCOc1ccc(NC(=O)c2cc3c(=O)n(Cc4cccs4)ccc3nc2C)cc1	55.2%[activator][5.79 µM]
Cc1cnc(C(=O)N2C[C@@H](Oc3cccnc3)C[C@H]2C(=O)NC2CC2)cn1	23.8%
O=c1c(N2CCc3ccccc3C2)csc2ccccc12	1.7%
CCCOCCNC(=O)c1c(C)noc1-c1cccc(F)c1	-12.4%
O=C(COc1ccccc1F)Nc1ccc(-c2nc3ccccc3s2)cc1	-3.9%

# Part of the list above, as labelled records:
CCOc1ccc(NC(=O)c2cc3c(=O)n(Cc4cccs4)ccc3nc2C)cc1
  Pf Dd2 growth: 55.2%[activator][5.79 µM]
O=c1c(N2CCc3ccccc3C2)csc2ccccc12
  Pf Dd2 growth: 1.7%

# (further entries)
SMILES	Pf Dd2 growth
NC1CCC(n2cc(C(=O)NCc3ccccc3-n3cccn3)nn2)CC1 (stereo not given)	-28.6%
CC(=O)N1CCCc2cc(S(=O)(=O)Nc3ccc(Cl)cc3F)ccc21	?
c1ccc2sc(N3CCN(Cc4cc5n(n4)CCCNC5)CC3)nc2c1	i
COc1ccccc1NC(=O)C1=C(C)Nc2nc(SCC(=O)c3ccc(C)cc3)nn2C1c1ccccc1C (stereo not given)	47.6%[activator]
CCCCSc1ncc(CN2CC[C@@]3(O)CCN(C(C)=O)C[C@H]3C2)cn1	-5.8%
O=C(NC1CCCCC1)N[C@H]1[C@H](O)[C@@H](N2CCC(Cc3ccccc3)CC2)[C@@H]2OC[C@H]1O2	?
COC(=O)[C@@H]1Cc2ncn(C)c2CN1S(=O)(=O)c1ccc2ccccc2c1	?
Cn1nccc1C(O)c1cc2n(n1)CCCN(c1nc3ccccc3s1)C2 (stereo not given)	-4.2%
Cc1cccc(CC(=O)N2CCc3c(nc4cc[nH]n4c3=O)C2)c1	-13.3%
CCC(C)OC(=O)/C(C#N)=C\c1ccc(-c2cccc(C(F)(F)F)c2)o1 (stereo not given)	23.7%

# Some of the entries above, set out differently:
Cc1cccc(CC(=O)N2CCc3c(nc4cc[nH]n4c3=O)C2)c1
  Pf Dd2 growth = -13.3%
CCCCSc1ncc(CN2CC[C@@]3(O)CCN(C(C)=O)C[C@H]3C2)cn1
  Pf Dd2 growth = -5.8%

# New compounds follow
SMILES	Pf Dd2 growth
O=C(Nc1ccc([C@H]2OCC(=O)N(C3CCOCC3)[C@@H]2CO)cc1)C1CCC1	i
Cc1ccsc1CN1CCC2(CC1)CN(c1ccncn1)CC2CO (stereo not given)	i
CC1=NS(=O)(=O)N(Cc2ccccc2)C=C1C(=O)OCc1nc(-c2ccc(Cl)cc2)no1	-19.1%
O=C(CSc1ncc(-c2ccccc2)[nH]1)Nc1cccc(C(F)(F)F)c1	10.5%[0.594 µM]
CCc1noc(-c2ccn3c(CNC(=O)Cc4ccc(Cl)cc4)nnc3c2)n1	?
CCCn1c(CCC(=O)Nc2cc(C(=O)OC)cc(C(=O)OC)c2)nc2cccnc21	-1.4%
Cc1c(Cl)cccc1NC(=O)CSc1cc(-c2ccccc2)ncn1	-9.6%
Cc1ccc(C(=O)N2CC[C@H](c3n[nH]c(C)n3)[C@H](NC(=O)C3CC3)C2)cc1	62.8%[activator]
CN(C)c1ccc(C(=O)NC2CCN(c3cc(-c4ccc(Cl)cc4)[nH]n3)CC2)cc1	48.0%[activator]
CCc1ccc(CN(C)C(=O)c2ccc3oc(-c4cccc(F)c4)nc3c2)nc1	-12.3%
